Pol kappa inh – qHTS for Inhibitors of Polymerase Kappa. DNA polymerase kappa (Homo sapiens), Q9UBT6. purified Pol kappa, fluorescent DNA synthesis assay, 10 min. Potency, µM (series often up to 107 µM), for inactives: at the top dose activity, negative = inhibition, usual class: inhibitors. hit rate 0.53% among 400,000; further: potency means the concentration at half of the fitted maximal effect; on the % scale 0 is the no-effect control and ±100 the full control effect
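50 nM final substrate added after 15 min RT preincubation of 10 nM Pol kappa with compound; fluorescence read at 0 and 10 min.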
Apoferritin bind – qHTS Assay for Identification of Novel General Anesthetics; Ferritin light chain (Equus caballus), P02791; apoferritin/1-aminoanthracene competitive binding, fluorescence; Potency, µM (titrated, usually from 77.5 µM), without a hit: at the highest dose activity change, negative = displacement, actives largely listed as inhibitors; hit rate 0.074% among 350,000; AID 485281, 2010; further: potency means the concentration at half of the fitted maximal effect; on the % scale 0 is the no-effect control and ±100 the full control effect; nearly all actives have a fitted effect of over 20% in size
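In PBS, apoferritin at 10 uM is loaded with 1-AMA from a 50% saturated solution. After 10 min of compound exposure at ambient temperature, reduced 535 nm fluorescence indicates probe displacement.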
LDHA block – qHTS assay for inhibitors of human lactate dehydrogenase; purified LDHA, NADH/diaphorase-resazurin fluorescence; stronger effect = lower value; hit rate 0.15% among 480,000; activity change, % (values are at about 110 or 230 µM); in the data active means activity change below about -30%; inconclusive means mostly about -25% to -30%;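 further: plate controls were DMSO wells for no effect and wells without enzyme for full effect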
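Resorufin fluorescence (ex540/em590), read at 0 and 20 min after diaphorase/resazurin addition, reports the NADH left after a 5 min room-temperature reaction of 2 nM human LDH5 with 0.06 mM NADH and 0.2 mM pyruvate.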
POLB inh – qHTS Assay for Inhibitors of DNA Polymerase Beta; P06746; Pol beta primer extension/strand displacement, fluorescence kinetic; Potency, µM (top dose mostly 114 µM), for the others: top-dose activity change, negative = inhibition, actives largely listed as inhibitors; hit rate 1.3% among 340,000; further: potency means the concentration at half of the fitted maximal effect; on the % scale 0 is the no-effect control and ±100 the full control effect
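Homogeneous kinetic assay of primer extension and strand displacement by 10 nM Pol beta, preincubated 15 min at room temperature with compound before 50 nM substrate (final) was added. Read at 0 and 10 min; four-parameter Hill fit.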
GRP78 ERSR act – qHTS for Inducers of the Endoplasmic Reticulum Stress Response (ERSR) in Human Glioma: qHTS; U87-MG GRP78 promoter luciferase reporter, 16 h; Potency, µM, without a hit: top-dose activation, most hits filed as activators; hit rate 0.02% among 420,000; AID 602332, 2012; further: potency means the concentration at half of the fitted maximal effect; series mostly up to about 76 µM; % of control where 0% means no effect; nearly all actives have a fitted effect of over 35% in size
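Stably transfected U87-MG human glioma cells carrying a GRP78-based luminescent sensor were seeded at 1000 cells/well, pin-dosed with compounds and incubated 16 h. Luciferase reagent was then added, and end-point luminescence was read after 10 min at room temperature.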
BLM inh – qHTS Assay for Inhibitors of Bloom's syndrome helicase (BLM); hit rate 0.2% among 350,000; Potency, µM (highest dose often 56.1 µM), without a hit: top-dose activity change, negative = inhibition, hits mostly inhibitors; recombinant BLM DNA unwinding, fluorescence dequenching; AID 2528, 2010;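 further: potency means the concentration at half of the fitted maximal effect; plate controls were vehicle for no effect and no enzyme for full effect; nearly all actives have a fitted effect of over 35% in size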
POLH inh – qHTS for Inhibitors of Polymerase Eta. hit rate 1.2% among 390,000. DNA polymerase eta (Homo sapiens), Q9Y253. recombinant Pol eta, fluorescent DNA replication assay. Potency, µM (highest dose often 114 µM), inactives show at the highest dose activity change, negative = inhibition, usual class: inhibitors; further: potency means the concentration at half of the fitted maximal effect; on the % scale 0 is the no-effect control and ±100 the full control effect
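Pol eta at 10 nM preincubated with compounds 15 min at room temperature; reaction started with fluorescent substrate (50 nM final) and read kinetically at 0 and 10 min.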
POLI inh – qHTS for Inhibitors of Polymerase Iota; Pol iota fluorescent replication assay, 10 min; Potency, µM (highest dose often 115 µM), without a hit: at the top dose activity, negative = inhibition, most hits filed as inhibitors; hit rate 1% among 390,000; further: potency means the concentration at half of the fitted maximal effect
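Fluorescent replication assay read twice, at 0 min and 10 min after adding 50 nM (final) substrate. Enzyme (10 nM) and compounds were first incubated 15 min at room temperature; enzyme-free buffer wells were negative controls.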
APEX1 inh – qHTS Assay for Inhibitors of the Human Apurinic/apyrimidinic Endonuclease 1 (APE1); DNA repair nuclease/redox regulator APEX1 (Homo sapiens), P27695; recombinant APE1, TAMRA/BHQ-2 abasic DNA cleavage fluorescence; Potency, µM (doses to about 65.8 µM), without a hit: at the top dose activity change, negative = inhibition, usual class: inhibitors; hit rate 0.35% among 350,000; AID 2517, 2012;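 further: potency means the concentration at half of the fitted maximal effect; plate controls were vehicle for no effect and reference inhibitor for full effect; nearly all actives have a fitted effect of over 55% in size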
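APE1 at 0.75 nM final was preincubated with compound 15 min at room temperature, then 50 nM double-stranded THF abasic-site substrate (5'-TAMRA/3'-BHQ-2) was added. Fluorescence (ex 525/em 598 nm) was read kinetically; third-minus-first read gave activity.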
Numbers without * were called inactive; ? = inconclusive; . = no result given; & = joins results of further samples; [ ] = another dose, or the depositor's remark. Unless noted, the call rests on the fitted dose curve; in most records, active means well fitted curve in the direction sought with a large enough effect; inconclusive means small, poorly fitted or top-dose-only effect, or another doubt; inactive means no such curve, though single readings can be large; an effect the other way counts as inactive or inconclusive. The list is partial; the hit share may differ from the screen's.

canonical_smiles	Pol kappa inh	Apoferritin bind	LDHA block	POLB inh	GRP78 ERSR act	BLM inh	POLH inh	POLI inh	APEX1 inh
COc1cccc(N2CCN(CC(=O)NC(=O)NC3CCCCC3)CC2)c1	-2%	.	-1	.	-2%	.	-21%	23%	6%
CCOc1ccc(S(=O)(=O)N2CCC(C(=O)OC(C)C(=O)N3CCOCC3)CC2)cc1 (stereo unspecified)	1%	.	-2	.	-3%	.	-21%	39%[activator]	3%
CC(Cc1cccnc1)NC(=O)c1cc(COc2c(F)cccc2F)on1 (stereo unspecified)	4%	-13%	-4	3%	1%	-6%	-6%	30%	18%
COc1ccccc1-c1nc(NCCN2CCOCC2)c2ccccc2n1	4%[60.1 µM]	.	.	.	1%	53%[activator]	.	.	-1%
C=CCn1c(C)cc(C(=O)Cn2nc(C(=O)O)c3ccccc3c2=O)c1C	2%	?	-2	1%	-6%	-7%	-2%	10%	0%
CCCn1cc(NC(=O)c2cc(-c3ccccc3)on2)cn1	11%	-23%	3	17%	?	-4%	-12%	-11%	4%
COCCCNC(=O)CCCn1c(SCC(=O)c2ccc(F)cc2)nc2c(sc3ccccc32)c1=O	-10%	-4%	-8	-14%	-5%	-4%	-8%	6%	.
C[N+]12CCC(CC1)[C@@H](OC(=O)C(O)(c1ccccc1)c1ccccc1)C2	1%[19.4 µM]	-7%[29.3 µM]	.	.	-7%	6%[21.4 µM]	.	.	.
CCOCCc1nnc(NC(=O)C(=O)c2cc(C)n(-c3ccc(C)cc3C)c2C)s1	3%	-18%	3	7%	2%	-4%	-9%	12%	.
CCC1CCCCN1C(=O)CSc1nnc(-c2c[nH]c3ccccc23)o1 (stereo unspecified)	1%	?	-4	-27%	2%	-4%	-7%	?	-2%
COc1ccc(CC(NC(C)=O)C(=O)NC2CCN(S(=O)(=O)c3ccccc3)CC2)c(OC)c1 (stereo unspecified)	10%	-10%	1	10%	-2%	-2%	-9%	35%[activator]	18%
COc1ccccc1N(CC(=O)NC1CCCC1)S(=O)(=O)c1ccc(C)cc1	-7%	-8%	-3	53%	-5%	1%	-19%	52%[activator]	-9%
Cc1nn2cc(-c3ccc(Cl)cc3)cnc2c1Cl	-4%	-1%	-5	4%	2%	-2%	11%	69%[activator]	2%
CCCCC(=O)Nc1nc2ccc(C(=O)OC)cc2s1	1%[60.1 µM]	-13%	-3	-1%	-9%	-1%	-6%	9%	-1%
CCC(C)c1ccccc1NC(=O)COC(=O)c1ccc(N2CCCC2)c([N+](=O)[O-])c1 (stereo unspecified)	-5%	-15%	-2	2%	-2%	-3%	-15%	4%	-6%
COc1ccc(C(=O)Nc2c3c(nn2C(C)(C)C)CS(=O)(=O)C3)cc1OC	-3%	-8%	-3	21%	-3%	-2%	-13%	140%[activator]	2%
c1cncc(-c2ccc3ncnc(NCc4cccs4)c3c2)c1	?	.	-8	.	-1%	.	10%	-18%	4%&12%
O=S(=O)(c1cc(Cl)ccc1Cl)N1CCNCC1	-8%	-13%	2	2%	-4%	1%	2%	6%	1%
C/C(=N\OC(=O)c1ccc(OC(C)C)cc1)c1ccc(C)c(C)c1	-13%	-19%	2	2%	5%	-8%	4%	-2%	3%
C/C(=N\NC(=O)c1ccc2c(c1)OCO2)c1ccc(O)cc1	-2%	-9%	-2	7%	12%	-8%	-6%	40%[activator]	6%
O=C(Nc1ccccc1N1CCCC1)c1ccc2c(c1)OCO2	-13%	-11%	2	7%	-2%	-7%	-9%	18%	8%
CCOC(=O)C1=C(SCC(=O)Nc2ccccc2)NC(=O)C(C#N)C12CCCCC2 (stereo unspecified)	2%	?	-2	1%	-3%	-6%	-3%	-2%	?
Cc1ccc(C(O)(CNCc2ccccc2)c2ccccc2)cc1 (stereo unspecified)	-4%[60.1 µM]	-6%	-2	1%	0%	-6%	-17%	-20%	54%[activator]
COCc1cc(C)nc(OCC(=O)N/N=C/c2ccco2)c1C#N	0%	-3%	0	40%	-4%	1%	-10%	7%	-1%
CCOc1cc(C)c(Cl)cc1S(=O)(=O)NCc1ccco1	-27%	1%	-4	-1%	-3%	1%	-14%	3%	-1%
O=C(OCC(=O)N1CCN(C(=O)c2ccco2)CC1)c1ccc(S(=O)(=O)N2CCCCC2)cc1	-9%	-15%	-3	?	-3%	-9%	-4%	14%	2%
Cc1ccc(C(=O)N/C(=C\c2ccco2)C(=O)N2CC(C)OC(C)C2)cc1C (stereo unspecified)	6%	-6%	0	26%	0%	-2%	-22%	17%	-2%
COC(=O)CCc1sc(Nc2ccc(Br)cc2)nc1-c1ccc(OC)cc1	-11%	-16%	5&-2	-3%	1%	-13%	-14%	-1%	-5%
CCOc1ccc(C=C2SC(=O)N(CCN)C2=O)cc1	16%[60.1 µM]	-5%	.	.	-11%	44%[activator]	.	.	-6%
O=C(CSCCc1ccccn1)Nc1cccnc1	-13%	-7%	-3	26%	-1%	1%	-13%	-7%	22%

Part of the list above in order of heavy-atom count, highest first:
canonical_smiles	Pol kappa inh	Apoferritin bind	LDHA block	POLB inh	GRP78 ERSR act	BLM inh	POLH inh	POLI inh	APEX1 inh
CCOCCc1nnc(NC(=O)C(=O)c2cc(C)n(-c3ccc(C)cc3C)c2C)s1	3%	-18%	3	7%	2%	-4%	-9%	12%	.
Cc1ccc(C(=O)N/C(=C\c2ccco2)C(=O)N2CC(C)OC(C)C2)cc1C (stereo unspecified)	6%	-6%	0	26%	0%	-2%	-22%	17%	-2%
COc1ccc(C(=O)Nc2c3c(nn2C(C)(C)C)CS(=O)(=O)C3)cc1OC	-3%	-8%	-3	21%	-3%	-2%	-13%	140%[activator]	2%
C/C(=N\OC(=O)c1ccc(OC(C)C)cc1)c1ccc(C)c(C)c1	-13%	-19%	2	2%	5%	-8%	4%	-2%	3%
CCOc1ccc(C=C2SC(=O)N(CCN)C2=O)cc1	16%[60.1 µM]	-5%	.	.	-11%	44%[activator]	.	.	-6%

(cont.)
smiles | Pol kappa inh | Apoferritin bind | LDHA block | POLB inh | GRP78 ERSR act | BLM inh | POLH inh | POLI inh | APEX1 inh
CCOc1ccccc1CN1CCC(n2nccc2NC(=O)C2CCCC2)CC1 | 0% | -15% | 2 | 1% | -4% | -2% | -3% | 20% | 29%
CC(=O)Oc1ccc(-c2cccc(C(=O)NCCCO)c2)cc1 | 2% | -1% | -4 | 27% | -2% | 5% | -4% | 21% | 1%
Cc1nn(-c2ccc(F)cc2)c(Cl)c1C(=O)NCC1CCCO1 (stereo unspecified) | 0% | . | -12 | . | -1% | . | 7% | -11% | -7%
O=[N+]([O-])c1cccc(N(CC(O)CN2CCCCC2)S(=O)(=O)c2ccccc2)c1 (stereo unspecified) | -17% | -6% | -6 | 12% | -7% | 5% | 4% | 75% | 1%
CC1(C)Oc2ccc(C(=O)NC3CCCC3)cc2N(CC(=O)N2CCOCC2)C1=O | -4% | -11% | -2 | 22% | 0% | 0% | 1% | 19% | -8%
Cn1c(=O)c(-c2cccc(F)c2)nc2cncnc21 | 1%[60.1 µM] | . | . | . | -3% | 2% | . | . | 21%
CCN1C(=O)/C(=C2\SC(=S)N(NC(=O)c3ccccc3O)C2=O)c2ccccc21 | -6% | 1% | 19 | 12% | -1% | 0% | -6% | ? | -1%
COc1ccc(CCNC(=O)CNCC(c2ccccc2)N(C)C)cc1OC (stereo unspecified) | -5% | -6% | ? | -1% | -3% | -2% | -16% | 23% | 25%
CCc1c(C)sc2nc3c(C(=O)N4CCOCC4)cc(C(=O)c4ccccc4O)cn3c(=O)c12 | -6% | ? | -5 | 28% | 9% | -4% | -10% | 51%[activator] | ?
CCOC(=O)N1CCC(NC(=O)C2CCCN(Cc3nc(-c4cccc(Cl)c4)oc3C)C2)CC1 (stereo unspecified) | -2% | -4% | 0 | 31% | -2% | -3% | -11% | -15% | -1%
O=C1CCCC(O)=C1C=Nc1cccc(C(F)(F)F)c1 | 1% | -11% | 1 | 2% | -2% | 2% | 3% | 13% | -5%
COc1ccccc1C(=O)O/N=C(/c1ccncc1)c1ccc([N+](=O)[O-])cc1 | -23% | -17% | -2 | -26% | 3% | -4% | -19% | 22% | -1%
Cc1cc(C)cc(OCC(=O)N(Cc2cccs2)c2ccc(Cl)cc2)c1 | -6% | 72%[activator] | 0 | 4% | 1% | -11% | -13% | 18% | .
O=C(c1cnn(-c2ccc(F)cc2)c1-n1cccc1)N1CCN(c2cccc(Cl)c2)CC1 | -2% | 6% | 1 | 6% | -3% | -14% | -14% | 13% | .
O=C(NCCNc1ccc([N+](=O)[O-])cc1)c1cccc2c(Br)cccc12 | -7% | -8% | -2 | 30% | -4% | -3% | 3% | 16% | 2%
